VCAM1 TNFa inh: inhibitors of TNFa-induced VCAM1 expression, primary screen, imaging, HUVEC, TNFa stimulus, immunofluorescence | HUVEC TNFa-induced VCAM-1 immunofluorescence, high-content imaging | inhibition, % at 2 µM | 95,000 compounds, 0.48% hits;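 active = inhibition above the batch mean plus 3 SD, with images confirmed as a hit by eye, cut at about 37% in these data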;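 note: 0% = TNF-stimulated DMSO wells and 100% = unstimulated control wells; not every result past the cut was called active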
DAT uptake mod: changed hDAT dopamine uptake under cocaine IC80, either direction, primary screen, cocaine antagonist project, cell-based, LLC-PK1 hDAT, [14C]-dopamine uptake, MLSMR | LLC-PK1 hDAT cells, [14C]-dopamine uptake with cocaine IC80; actives deviate in either direction | B-score at 10 µM | 110,000 compounds, 1.3% hits | AID 449768, 2010;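 active = Z score or B-score, a plate-position-corrected score, falls beyond the plate's 99.7% confidence bounds, in either direction; inactive = both scores lie inside the 99.7% bounds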;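 note: scored against the spread of the other compound wells on the same plate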
Target sequence (Q01959 whole entry, looked up): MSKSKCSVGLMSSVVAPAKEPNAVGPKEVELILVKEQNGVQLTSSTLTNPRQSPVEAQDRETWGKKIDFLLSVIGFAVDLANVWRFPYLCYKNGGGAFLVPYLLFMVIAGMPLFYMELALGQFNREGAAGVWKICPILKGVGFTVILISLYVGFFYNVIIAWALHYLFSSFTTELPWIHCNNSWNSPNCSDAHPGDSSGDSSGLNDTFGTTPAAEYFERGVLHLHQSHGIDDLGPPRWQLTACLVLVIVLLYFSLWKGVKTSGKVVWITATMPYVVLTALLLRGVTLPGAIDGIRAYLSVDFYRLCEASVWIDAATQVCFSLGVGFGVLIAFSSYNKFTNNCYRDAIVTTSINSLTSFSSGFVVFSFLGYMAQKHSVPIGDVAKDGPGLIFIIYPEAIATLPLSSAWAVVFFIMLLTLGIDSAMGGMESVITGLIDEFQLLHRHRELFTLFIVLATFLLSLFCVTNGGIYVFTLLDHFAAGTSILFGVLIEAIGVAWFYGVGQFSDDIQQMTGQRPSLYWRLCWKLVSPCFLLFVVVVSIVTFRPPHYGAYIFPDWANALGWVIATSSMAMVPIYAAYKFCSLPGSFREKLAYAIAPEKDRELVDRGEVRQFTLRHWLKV
CYP2C19 inh: blockers of cytochrome P450 2C19 activity – biochemical, luminescence, ADME assay, primary screen | CYP2C19 Supersomes, luciferin-H EGE luminescence, 30 min | AID 778, 2007 | 96,000 compounds, 21% hits | P33261 | inhibition, % at 5 µM;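 active = CYP2C19 inhibition above a set limit at 5 µM in the primary screen, cut at about 50% in these data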;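 note: plate controls were negative control wells for no effect and 2.5 mM tranylcypromine positive control for full effect; values of inactives mirror those of a sister screen read the other way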
Target sequence (P33261 whole entry, looked up): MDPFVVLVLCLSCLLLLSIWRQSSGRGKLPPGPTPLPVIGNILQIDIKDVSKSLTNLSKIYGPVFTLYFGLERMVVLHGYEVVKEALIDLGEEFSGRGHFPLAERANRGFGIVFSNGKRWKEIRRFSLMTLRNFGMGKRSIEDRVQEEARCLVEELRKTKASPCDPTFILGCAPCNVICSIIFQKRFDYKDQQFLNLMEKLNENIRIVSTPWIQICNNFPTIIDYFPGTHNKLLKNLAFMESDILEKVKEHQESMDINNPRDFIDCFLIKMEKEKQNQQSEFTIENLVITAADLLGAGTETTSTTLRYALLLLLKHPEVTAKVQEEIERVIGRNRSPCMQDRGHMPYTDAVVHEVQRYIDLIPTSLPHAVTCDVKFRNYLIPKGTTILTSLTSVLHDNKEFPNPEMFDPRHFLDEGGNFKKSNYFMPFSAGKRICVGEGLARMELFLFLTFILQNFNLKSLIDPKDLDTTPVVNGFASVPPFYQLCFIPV
HUVEC tox TNFa: cytotoxicity in TNFa-stimulated HUVEC, primary screen, cytotoxicity control for VCAM1 expression modulator project, imaging, Hoechst nuclei count; HUVEC TNFalpha-stimulated, Hoechst cell count; cell count reduction, % at 2 µM; 93,000 compounds, 0.17% hits;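 active = cell count reduction exceeding the screen mean by over 5 SD, scaled to untreated wells per plate, cut at about 78% in these data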;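 note: cells counted after 24 h of TNF alpha exposure following the 1 h pretreatment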
HUVEC tox IL1B: cytotoxicity in IL-1B stimulated HUVEC, primary screen, cytotoxicity control for IL-1B NFkB translocation project, imaging, Hoechst nuclear count, IL-1B stimulus | HUVEC cell count loss | cell count reduction, % at 2 µM | 94,000 compounds, 0.41% hits | AID 845, 2007;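 active = cell count reduction more than 3 SD above the screen-wide mean, cut at about 70% in these data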;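 note: normalized per plate to untreated control cells as the no-loss baseline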
CYP2C19 activ: human CYP2C19 activators, primary screen, biochemical, luminescence; activation factor at 5 µM; recombinant CYP2C19, luciferin-H EGE luminescence; stronger effect = higher value; 0 = fully inhibited enzyme, 1 = untreated enzyme; 96,000 tested, under 10 active;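 active = activation factor of at least 2 at 5 µM in the primary screen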;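 note: 0 = wells with 2.5 mM tranylcypromine and 1 = vehicle-only wells; values of inactives mirror those of a sister screen read the other way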
CYP2C9 act: human CYP2C9 activators, primary screen, biochemical, luminescence. recombinant CYP2C9, luciferin-H conversion; stronger effect = higher value; factor 1 = untreated enzyme, 0 = blocked. activation factor at 5 µM. 96,000 compounds, 1.4% hits. AID 1024, 2008;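 active = activation factor of 2 or more for CYP2C9 at a 5 µM dose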;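 note: 0 = sulfaphenazole-blocked wells and 1 = vehicle-only wells; values of inactives mirror those of a sister screen read the other way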
CYP2C9 inh: blockers of cytochrome P450 2C9 activity – biochemical, luminescence, ADME assay, primary screen; P11712; CYP2C9 Supersomes, luciferin-H conversion; inhibition, % at 5 µM; 96,000 compounds, 20% hits; AID 777, 2007;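 active = blocking of liver enzyme CYP2C9 beyond about 50% at 5 µM, limit read from the data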; note: values of inactives mirror those of a sister screen read the other way
Calb biofilm kill: clotrimazole potentiators killing Candida biofilms, primary screen, with clotrimazole, Alamar Blue; inhibition, % at 6 µM; 85,000 compounds, 0.14% hits; C. albicans biofilm + clotrimazole; AID 834, 2007;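 active = inhibition above 20%; inactive = inhibition below 20%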;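 note: preformed 24 hr biofilms exposed to compound for 48 hr; 0% = biofilm without compound and 100% = blank killed by clotrimazole plus chlorhexidine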
* marks the source's active call; other numbers are inactive results; · = no result given.

cpd	SMILES	VCAM1 TNFa inh	DAT uptake mod	CYP2C19 inh	HUVEC tox TNFa	HUVEC tox IL1B
1	c1cnc(N2CCSCC2)nc1	2	-0.81	-10	-22	0
2	COc1ccccc1C1CC(=O)NC(C)=C1C(=O)OCC1CCCO1 (stereo unspecified)	27	-0.59	28	8	7
3	Clc1ccc2oc(-c3cccnc3)nc2c1	18	1.2	23	-22	1
4	O=C(COC(=O)C1CCN(S(=O)(=O)c2cccs2)CC1)c1ccc2c(c1)OCCO2	-17	-0.58	11	64	-24
5	CCOC(=O)c1c(-c2ccccc2)nnn1-c1nc(OC)nc(N2CCOCC2)n1	27	0.34	19	-12	-10
6	O=C(c1ccccc1)c1c[nH]c2cc3c(cc2c1=O)OCCO3	3	0.12	·	-5	-4
7	N/C(=N\OC(=O)Cc1ccccc1)c1ccccn1	10	0.0065	4	12	-4
8	Cc1ccc(-c2ccc(/C=N\NC(=O)c3cc4c(ccc5ccccc54)o3)o2)cc1[N+](=O)[O-]	6	·	-13	13	-22
9	COc1ccc(S(=O)(=O)NC2CCCC2)cc1Br	·	0.27	97*	·	-10
10	CCCCCOC(=O)C1=C(C)N(C)C(=O)NC1c1cc(Br)c(O)c(OC)c1 (stereo unspecified)	6	1.6	59*	-15	-17

cpd	CYP2C19 activ	CYP2C9 act	CYP2C9 inh	Calb biofilm kill
1	1.1	1.4	-42	-4
2	0.7	1.1	-7	-1
3	0.8	0.9	15	5
4	0.9	0.8	24	-1
5	0.8	0.7	26	8
6	·	·	·	6
7	1	0.6	40	6
8	1.1	1	4	·
9	0	2.4*	-135	2
10	0.4	0.3	70*	-6

Single entries from the list:
Value of no. 9 in Calb biofilm kill: 2
Value of no. 1 in CYP2C9 inh: -42
Value of no. 5 in CYP2C19 inh: 19

Later entries:
cpd	SMILES	VCAM1 TNFa inh	DAT uptake mod	CYP2C19 inh	HUVEC tox TNFa	HUVEC tox IL1B
11	COC(=O)c1ccc2[nH]c(C)cc(=O)c2c1	-6	0.055	18	-8	-18
12	CSc1nnc([C@@H](NC(=O)OC(C)(C)C)C(C)C)o1	14	-1.3	38	28	5
13	Cc1ccc(O)c(CNc2nc3ccccc3n2C)c1	9	-0.17	40	-7	-7
14	COc1ccccc1C(=O)NCCn1cc(SCC(=O)NCc2ccco2)c2ccccc21	7	0.84	·	-10	-53
15	CS(=O)(=O)N(CC(=O)N1CCN(c2ccccc2)CC1)c1cc(C(F)(F)F)ccc1Cl	20	0.58	26	-26	-39
16	COc1ccccc1C(=O)O/N=C1/CCCc2c1ccc(OC)c2[N+](=O)[O-]	3	0.22	85*	-13	-24
17	O=C(c1cc2ccccc2o1)c1cccs1	8	-0.68	49	-36	-24
18	CCc1nnc(NC(=O)CSc2nnc(-c3ccccc3O)n2-c2ccc(C)cc2)s1	10	0.89	-7	-23	-41
19	Cc1ccc(O)c(NC(=O)COc2cc(C)ccc2C)c1	11	-0.79	-3	-15	-26
20	CCCCNC(NCCCC)=C(S(=O)(=O)CC)S(=O)(=O)CC	22	0.012	-16	1	-9

cpd	CYP2C19 activ	CYP2C9 act	CYP2C9 inh	Calb biofilm kill
11	0.8	0.9	9	3
12	0.6	0.8	21	2
13	0.6	0.8	22	5
14	·	·	·	5
15	0.7	2.1*	-112	-2
16	0.1	0.5	51*	6
17	0.5	0.5	51*	7
18	1.1	1.1	-14	2
19	1	1.6	-59	2
20	1.2	1.2	-17	1

Further structures:
cpd	SMILES	VCAM1 TNFa inh	DAT uptake mod	CYP2C19 inh	HUVEC tox TNFa	HUVEC tox IL1B
21	Cc1cc(C)nc(CC(N)=O)n1	7	-1.1	-11	14	17
22	CCCCNC(=O)c1ccccc1C(=O)NCCCC	12	-0.28	11	-14	18
23	CCc1ccc(NC(=O)CCNS(=O)(=O)c2cccc3nsnc23)cc1	-10	0.26	51*	-4	·
24	COc1ccc(OC)c(C2C(C(=O)c3cccs3)=C(O)C(=O)N2CCN(C)C)c1 (stereo unspecified)	-22	-0.022	-6	-13	-30
25	Cc1ccc(Nc2nc(OC(C(F)(F)F)C(F)(F)F)nc(N3CCOCC3)n2)cc1	-2	-1.3	2	-33	8
26	Cc1cc(NC(=O)CCC(=O)N(c2ccccc2)C(C(=O)NC2CCCC2)c2cccs2)no1 (stereo unspecified)	-45	-0.37	77*	-48	-13
27	O=C(NCc1ccccc1)c1ccc2nccnc2c1	-5	0.36	44	-22	·
28	COc1cccc(-c2nn(-c3ccccc3)cc2CO)c1	-6	-0.18	18	-20	21
29	C/C(N)=C(/C#N)C(=O)CSc1n[nH]c(-c2ccccc2Br)n1	-4	0.029	97*	-10	12
30	N#Cc1ccc(CSCC(=O)O)cc1	-5	0.82	0	-11	-15

cpd	CYP2C19 activ	CYP2C9 act	CYP2C9 inh	Calb biofilm kill
21	1.1	1.1	-10	4
22	0.9	0.9	6	·
23	0.5	0.6	42	8
24	1.1	1	-3	8
25	1	0.8	15	·
26	0.2	0.3	70*	2
27	0.6	1	-3	5
28	0.8	0.7	30	7
29	0	0.8	19	4
30	1	0.9	10	2

Later entries.
cpd	SMILES	VCAM1 TNFa inh	DAT uptake mod	CYP2C19 inh	HUVEC tox TNFa	HUVEC tox IL1B
31	O=C(O)CCCCCCCCCC(=O)c1cccs1	22	-0.92	-6	3	-4
32	O=C(CSCc1nc2ccccc2[nH]1)N1CCN(c2cccc(Cl)c2)CC1	-4	0.78	18	4	-13
33	CCN1C(=O)c2cccc3c(NC(=O)c4ccc(S(=O)(=O)N5CCOCC5)cc4)ccc1c23	18	3.7*	38	-7	2
34	CC1(C)Cc2c(C#N)c(NCc3ccco3)nc(-c3ccco3)c2CO1	·	-0.63	-3	·	·
35	COc1ccc(S(=O)(=O)Nc2ccc(O)c(Sc3ncn[nH]3)c2)cc1	2	0.32	·	-6	28
36	COc1ccc2nc(SCC(=O)Nc3ccc(S(=O)(=O)Nc4onc(C)c4C)cc3)[nH]c2c1	11	-0.58	·	-11	-57
37	O=S1(=O)C=C(N2CCOCC2)c2ccccc21	12	-0.052	8	-34	-13
38	FC(F)(F)C1=CC(c2ccc(Br)cc2)=NCCN1	20	-0.019	10	6	-10
39	CSCCC(NC(=O)OC(C)(C)C)C(=O)NC(CC(C)C)C(N)=O (stereo unspecified)	·	0.46	5	·	2
40	COC(=O)c1sccc1NC(=O)CSc1ccccc1NS(=O)(=O)c1ccc(F)cc1	5	0.77	27	-15	-31

cpd	CYP2C19 activ	CYP2C9 act	CYP2C9 inh	Calb biofilm kill
31	1.1	1.1	-11	9
32	0.8	0.6	36	-3
33	0.6	0.3	74*	6
34	1	0.8	19	-2
35	·	·	·	6
36	·	·	·	·
37	0.9	0.8	23	·
38	0.9	0.9	11	12
39	1	1	1	-2
40	0.7	0.3	74*	·

The list goes on; it opens with the 4 that closed the last part.
cpd	SMILES	VCAM1 TNFa inh	DAT uptake mod	CYP2C19 inh	HUVEC tox TNFa	HUVEC tox IL1B
37	O=S1(=O)C=C(N2CCOCC2)c2ccccc21	12	-0.052	8	-34	-13
38	FC(F)(F)C1=CC(c2ccc(Br)cc2)=NCCN1	20	-0.019	10	6	-10
39	CSCCC(NC(=O)OC(C)(C)C)C(=O)NC(CC(C)C)C(N)=O (stereo unspecified)	·	0.46	5	·	2
40	COC(=O)c1sccc1NC(=O)CSc1ccccc1NS(=O)(=O)c1ccc(F)cc1	5	0.77	27	-15	-31
41	CCOC(=O)N1CCN(C(=O)C(CC(C)C)NS(=O)(=O)c2ccc3c(c2)oc(=O)n3C)CC1 (stereo unspecified)	-16	-0.23	19	14	0
42	COc1ccccc1-c1noc(-c2ccccc2C(=O)Nc2cccnc2)n1	-10	-0.1	11	-8	13
43	CCCCCc1nnc(NC(=O)CS(=O)(=O)Cc2ccccc2)s1	-6	0.97	·	-8	15
44	CCc1ccc(/C=N/NC(=S)NCCc2ccccc2)cc1	7	-0.59	10	-16	-8
45	COC(=O)CCC(=O)Nc1ccc(OC)cc1	11	-0.055	-6	-28	-3
46	OC(CN1CCCCC1)Cn1c(C(F)(F)F)nc2ccccc21 (stereo unspecified)	·	0.68	-2	·	14
47	CCC(C(=O)N1CCc2cc(OC)c(OC)cc2C1)c1ccccc1 (stereo unspecified)	12	-0.074	73*	-18	-5
48	Nc1nncn1C(=O)c1cccs1	0	2.8*	3	-11	-5
49	COc1ccc(C(=O)NCC(c2cccnc2)N2CCN(c3ccccc3OC)CC2)cc1OC (stereo unspecified)	11	·	7	-18	-2
50	CS(=O)(=O)N(CC(=O)N1CCN(c2ccccc2F)CC1)C1CCCCC1	3	0.011	-16	17	8

cpd	CYP2C19 activ	CYP2C9 act	CYP2C9 inh	Calb biofilm kill
37	0.9	0.8	23	·
38	0.9	0.9	11	12
39	1	1	1	-2
40	0.7	0.3	74*	·
41	0.8	0.9	10	5
42	0.9	0.9	14	4
43	·	·	·	9
44	0.9	0.6	41	0
45	1.1	1	1	-4
46	1	1.1	-12	6
47	0.3	0.3	73*	7
48	1	1	3	9
49	0.9	0.8	23	24*
50	1.2	1.1	-6	0

Later entries:
cpd	SMILES	VCAM1 TNFa inh	DAT uptake mod	CYP2C19 inh	HUVEC tox TNFa	HUVEC tox IL1B
51	O=C(CN1CCN(c2ccc(F)cc2)CC1)OCc1ccccc1	11	-0.024	48	-11	-16
52	CCC1CC2CC(NC(C)=O)C1C2 (stereo unspecified)	3	0.33	-6	-6	14
53	O=C(COc1ccccc1Cl)N1CCN(c2ccc([N+](=O)[O-])c(N3CCCCC3)c2)CC1	9	0.073	59*	-4	-25
54	O=C(COc1ccc(Cl)cc1)Nc1ccccc1N1CCOCC1	-7	-0.19	26	-44	-7
55	CC1=C(C#N)C(NC(=O)C2CCCCC2)(C(F)(F)F)C(=O)N1 (stereo unspecified)	7	-0.49	-4	-14	-14
56	O=C(CCn1cccc1)NCc1ccc2c(c1)OCO2	-19	-1	26	1	-4
57	O=c1cc(CN2CCN(C/C=C/c3ccccc3)CC2)c2cc(O)ccc2o1	-14	·	18	26	7
58	O=C(c1csc2c1CCCC2)N1CCN(c2cccc(C(F)(F)F)c2)CC1	13	-1.1	65*	-14	7
59	CCOC(=O)CCc1cccc2c1CCC2=O	-13	0.062	34	-20	-2

cpd	CYP2C19 activ	CYP2C9 act	CYP2C9 inh	Calb biofilm kill
51	0.5	1.1	-11	5
52	1.1	1.1	-8	2
53	0.4	0.2	84*	·
54	0.7	1.2	-19	-5
55	1	1	-2	11
56	0.7	1	0	7
57	0.8	0.7	35	1
58	0.3	1.6	-61	2
59	0.7	0.8	19	9

Entries listed above that bear a hit mark in CYP2C9 act.
#	Structure	VCAM1 TNFa inh	DAT uptake mod	CYP2C19 inh	CYP2C19 activ	CYP2C9 act	CYP2C9 inh
9	COc1ccc(S(=O)(=O)NC2CCCC2)cc1Br	·	0.27	97*	0	2.4*	-135
15	CS(=O)(=O)N(CC(=O)N1CCN(c2ccccc2)CC1)c1cc(C(F)(F)F)ccc1Cl	20	0.58	26	0.7	2.1*	-112
